Tau fluor cs: Counterscreen qHTS for Inhibitors of Tau Fibril Formation, Fluorescence Polarization; hit rate 0.93% among 280,000; tau K18 P301L Alexa594 fluorescence, heparin fibrillization; Potency, µM (titrated, usually from 57.7 µM), inactives show at the top dose activity change, negative = decrease; further: on the % scale 0 is the no-effect control and ±100 the full control effect; nearly all actives have a fitted effect of over 55% in size
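Human tau K18 P301L (15 uM unlabeled, 0.24 uM Alexa 594-labeled) in 100 mM sodium acetate pH 7 with 20 uM heparin, 6 hr at 37 C. ThT 30 uM added, 1 hr ambient; Alexa 594 FP and total fluorescence read at 555/632 nm.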
GLA spleen mod: qHTS Assay for Inhibitors and Activators of Human alpha-Galactosidase From Spleen Homogenate | human spleen homogenate, 4MU-alpha-Gal fluorescence, 40 min | Potency, µM (top dose mostly 80 µM), inactives show at the top dose activity change, negative = inhibition, actives largely listed as inhibitors | hit rate 0.008% among 240,000;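 further: 0% = enzyme with vehicle and -100% = no enzyme basal signal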
Target sequence (P06280 32-429 limits assumed): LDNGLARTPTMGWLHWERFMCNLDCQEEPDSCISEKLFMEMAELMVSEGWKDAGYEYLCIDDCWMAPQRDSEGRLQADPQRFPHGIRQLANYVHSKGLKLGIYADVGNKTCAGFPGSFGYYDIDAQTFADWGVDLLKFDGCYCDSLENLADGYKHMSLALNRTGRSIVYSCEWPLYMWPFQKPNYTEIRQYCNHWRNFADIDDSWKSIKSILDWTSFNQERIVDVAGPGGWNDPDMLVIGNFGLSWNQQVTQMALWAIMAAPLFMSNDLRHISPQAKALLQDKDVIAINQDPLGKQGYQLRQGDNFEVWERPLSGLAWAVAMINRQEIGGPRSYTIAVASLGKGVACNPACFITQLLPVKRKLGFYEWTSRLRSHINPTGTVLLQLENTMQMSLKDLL
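Human spleen homogenate (1 ug) as enzyme source, 4-methylumbelliferyl-alpha-D-galactopyranoside 1 mM final, citrate/phosphate pH 5.0 with 0.01% Tween-20. Compounds 40 min at 37C, NaOH/glycine stop; fluorescence Ex 365/Em 440, Hill-fit AC50.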
HTT ATP protect: qHTS Multiplex Assay to Identify Dual Action Probes in a Cell Model of Huntington: Cytoprotection (ATP); hit rate 0.14% among 230,000; PC12 HTT-Q103 induced, cytoprotection, ATP luminescence, 40 h; Potency, µM (doses to about 56.4 µM), without a hit: cytoprotection (ATP increase), usual class: activators;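 further: % of control where 0% means no effect; nearly all actives have a fitted effect of over 45% in size; toxic huntingtin expression switched on by the ecdysone agonist tebufenozide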
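Stable PC12 Q103-GFP cells in serum-supplemented, phenol red-free DMEM; induction by tebufenozide at 100 nM final; compound dose series; cell viability quantified luminescently from ATP.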
GAA glycogen: qHTS Assay for Inhibitors and Activators of Human alpha-Glucosidase Cleavage of Glycogen | hit rate 0.38% among 300,000 | Lysosomal alpha-glucosidase (Homo sapiens), P10253 | Potency, µM (series often up to 76.4 µM), for inactives: top-dose activity change, negative = inhibition, hits mostly inhibitors | recombinant GAA, glycogen substrate, Amplex Red glucose oxidase fluorescence | AID 2100, 2009;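 further: 0% = full enzyme reaction and -100% = no-enzyme basal signal; the screen sought inhibitors and activators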
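Recombinant enzyme (4 nM final) with compounds titrated up to 77 uM and bovine liver glycogen (30 ug) in citrate pH 5.0, 0.01% Tween-20, 37 C 40 min. Released glucose detected by Amplex Red/glucose oxidase (Ex 573/Em 610); AC50 from Hill fits.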
aGlu spleen mod: qHTS Assay for Inhibitors and Activators of Human alpha-Glucosidase From Spleen Homogenate; Lysosomal alpha-glucosidase (Homo sapiens), P10253; human spleen homogenate, 4-MU-alpha-glucoside fluorescence; Potency, µM (titrated, usually from 79.9 µM), for the others: at the highest dose activity change, negative = inhibition, hits mostly inhibitors; hit rate 0.006% among 240,000;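 further: 0% = enzyme with vehicle and -100% = no enzyme basal signal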
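Human spleen homogenate (1 ug) incubated with compounds and 1 mM 4-methylumbelliferyl-alpha-D-glucopyranoside in pH 5.0 citrate/phosphate buffer, 37 C, 40 min. Stopped at pH 10; 4-MU fluorescence (Ex 365/Em 440 nm); AC50 by Hill fit.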
GAA inhib: qHTS Assay for Inhibitors of Human alpha-Glucosidase as a Potential Chaperone Treatment of Pompe Disease; Lysosomal alpha-glucosidase (Homo sapiens), P10253; purified human GAA, 4-MU-alpha-glucoside fluorescence; Potency, µM (doses to about 76.9 µM), for inactives: top-dose activity change, negative = inhibition, most hits filed as inhibitors; hit rate 0.005% among 200,000;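 further: plate controls were uninhibited enzyme wells for no effect and no-enzyme background for full effect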
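Enzyme (4 nM final) mixed with compound (up to 77 uM), then 4-MU-alpha-D-pyranoside (400 uM final) added; 20 min at room temperature, pH 5.0. Reaction stopped at pH 10, fluorescence read, AC50 derived by Hill fit.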
Tau fibril FP: qHTS for Inhibitors of Tau Fibril Formation, Fluorescence Polarization. K18 P301L tau heparin fibrillization, Alexa594 FP, 6 h. Potency, µM (doses to about 57.7 µM), for the others: at the top dose activity, negative = inhibition, hits mostly inhibitors. hit rate 0.39% among 280,000; further: on the % scale 0 is the no-effect control and ±100 the full control effect; nearly all actives have a fitted effect of over 55% in size
Target sequence (P10636 561-689 P618L limits assumed): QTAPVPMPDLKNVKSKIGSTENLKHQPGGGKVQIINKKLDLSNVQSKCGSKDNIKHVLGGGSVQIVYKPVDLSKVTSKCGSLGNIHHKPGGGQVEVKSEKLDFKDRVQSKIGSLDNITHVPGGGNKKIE
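FP of Alexa 594-tau after heparin (20 uM) induction. Substrate: human K18 P301L, 15 uM unlabeled, 0.24 uM labeled. Buffer 100 mM sodium acetate pH 7. 6 hr, 37 C.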
Tau fibril ThT: qHTS for Inhibitors of Tau Fibril Formation, Thioflavin T Binding; Microtubule-associated protein tau (Homo sapiens), P10636; recombinant tau K18 P301L, heparin-induced fibrillization, ThT fluorescence; Potency, µM (doses to about 57.4 µM), for the others: top-dose activity, negative = inhibition, usual class: inhibitors; hit rate 2.1% among 270,000; further: on the % scale 0 is the no-effect control and ±100 the full control effect; nearly all actives have a fitted effect of over 55% in size
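Fibril formation assay: tau K18 P301L at 15 uM with trace Alexa 594 label, heparin inducer 20 uM, pH 7 sodium acetate buffer, 37 C for 6 hr; endpoint ThT signal.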
* = called active by the depositor; ? = inconclusive; / = not tested or not shown; & = joins results of further samples; [ ] = another dose, or the depositor's remark. The call rests on the fitted dose curve; in most records, active means well fitted curve in the direction sought with a large enough effect; inconclusive means small, poorly fitted or top-dose-only effect, or another doubt; inactive means no such curve, though single readings can be large; an effect the other way counts as inactive or inconclusive. Potency means the concentration at half of the fitted maximal effect.

Sample of the layout (2 entries):
SMILES	Tau fluor cs	GLA spleen mod	HTT ATP protect	GAA glycogen	aGlu spleen mod	GAA inhib	Tau fibril FP	Tau fibril ThT
CC(CC(=O)O)CC(=O)Nc1cc(C(F)(F)F)cc(C(F)(F)F)c1 (stereo not drawn)	-16%	-6%	-6%[10 µM]	1%	6%	-11%	-3%	-6%
CC(=O)c1cccc(N=Nc2c(C)[nH]c3ccccc23)c1	14µM*[quencher]	-5%	/	-2%	-5%	-9%	-10%	10µM*

All compounds of this part, from the first entry:
SMILES	Tau fluor cs	GLA spleen mod	HTT ATP protect	GAA glycogen	aGlu spleen mod	GAA inhib	Tau fibril FP	Tau fibril ThT
CC(CC(=O)O)CC(=O)Nc1cc(C(F)(F)F)cc(C(F)(F)F)c1 (stereo not drawn)	-16%	-6%	-6%[10 µM]	1%	6%	-11%	-3%	-6%
CC(=O)c1cccc(N=Nc2c(C)[nH]c3ccccc23)c1	14µM*[quencher]	-5%	/	-2%	-5%	-9%	-10%	10µM*
O=C(Nc1ccc(S(=O)(=O)Nc2ncccn2)cc1)C1=NN(c2ccccc2)C(=O)CC1	-7%	-9%	5%[10 µM]	-2%	-3%	-1%	3%	-11%
CC(=O)C(/C=N/c1cc(-c2ccc(C)cc2)nn1-c1ccccc1)=C(\C)O	7%	-24%	-40%[10 µM]	4%	-7%	-2%	6%	9%
CC(=O)Nc1sc(N/N=C/c2ccc(C)cc2)nc1-c1ccc(C)cc1	?	-7%	10%[10 µM]	?	9%	/	1%	?
COc1cc(OC)cc(C(=O)NNC(=S)Nc2ccc(S(N)(=O)=O)cc2)c1	18%	-4%	-4%	?	-3%	1%	10%	13%
Cn1c(=O)c2c(nc(NCCc3ccccc3)n2Cc2ccccc2Br)n(C)c1=O	0%	/	/	12%[76.3 µM]	/	/	-8%	4%
CCCCCCCCOC1OC(CO)C(O)C(O)C1NC(C)=O (stereo not drawn)	-3%	-3%	2%	4%	2%	0%	0%	-5%
O=C(CCCc1nc(-c2ccccc2)no1)N1CCOCC1	-1%	-7%	8%	-2%	-3%	5%	1%	-3%
Fc1ccc(-c2nc3n(n2)Cc2ccccc2-3)cc1	1%	-7%	-96%[inhibitor]	4%	-2%	-13%	8%	-18%
COc1cccc(C2C(C#N)=C(N)OC3=C2C(=O)CC(c2ccco2)C3)c1OCc1ccc(F)cc1 (stereo not drawn)	?	1%	-27%	-11%	-10%	1%	-10%	-12%
COc1ccc(OC)c(NC(=O)CN2CCN(C(=O)c3ccco3)CC2)c1	-6%	2%	1%	-6%	-3%	-8%	-8%	-9%
C/C(=N/NC(=O)CN1CCN(Cc2ccccc2)CC1)c1ccc([N+](=O)[O-])cc1	-13%	-3%	-2%[10 µM]	2%	-5%	/	-6%	-23%
COc1ccc(OC)c(NC(=O)N[C@@H](Cc2ccccc2)C(=O)O)c1	2%	-5%	-38%	-1%	-8%	6%	1%	-8%
COC(=O)C1=C(C)N(CCc2ccccc2)C(=O)C1	-3%	2%	-8%[0.074 µM]	-8%	-4%	-6%	1%	-8%
CC1=C(c2ccccc2)C(=S)NC(C)(C)C1	-1%	16%	2%[10 µM]	-10%	5%	/	-5%	-3%
O=C(CCN1C(=O)C2CC=CCC2C1=O)N1CCN(c2ccccn2)CC1 (stereo not drawn)	-1%	-6%	24%	5%	-20%	-2%	-11%	-4%
CC(NC(=O)NC1CCCCC1)C(c1cccs1)N1CCN(C)CC1 (stereo not drawn)	2%	-2%	11%	7%	-2%	1%	-9%	-4%
O=C(Nc1cccc(Cl)c1)ON=C1c2ccccc2-c2ccccc21	-25%	8%	-8%	-10%	4%	1%	-13%	-12%
COc1cccc(-c2nc(-c3ccc(Br)o3)no2)c1	-21%&-21%	3%	-7%[10 µM]	0%	0%	/	-12%&-3%	-17%
COc1ccc(/C=C2/C(=O)N=C3SCCN32)cc1	-12%	-18%	15%	4%	-19%	-3%	0%	?
CC(C)(C)NS(=O)(=O)c1ccc(CCC(=O)N2CCCCC2)cc1	-2%	11%	-12%	-6%	2%	-1%	0%	-5%
CCN(CC)S(=O)(=O)c1ccc2c(c1)c(=O)c(C(=O)NCc1cccs1)cn2C	-24%	-5%	/	4%	-1%	-5%	0%	-13%
CCCCn1c(=O)nc2n(-c3ccccc3)c3ccccc3cc-2c1=O	-16%	1%	-25%	0%	-3%	?	1%	-10%
Cc1ccc(C(=O)Nc2nccc(-c3cccs3)n2)cc1	-2%	-2%	-18%	-4%	-9%	-1%	-2%	-21%

Part of the list above in order of length of the SMILES, smallest number first:
SMILES	Tau fluor cs	GLA spleen mod	HTT ATP protect	GAA glycogen	aGlu spleen mod	GAA inhib	Tau fibril FP	Tau fibril ThT
Cc1ccc(C(=O)Nc2nccc(-c3cccs3)n2)cc1	-2%	-2%	-18%	-4%	-9%	-1%	-2%	-21%
COc1cc(OC)cc(C(=O)NNC(=S)Nc2ccc(S(N)(=O)=O)cc2)c1	18%	-4%	-4%	?	-3%	1%	10%	13%
O=C(Nc1ccc(S(=O)(=O)Nc2ncccn2)cc1)C1=NN(c2ccccc2)C(=O)CC1	-7%	-9%	5%[10 µM]	-2%	-3%	-1%	3%	-11%

Looked up one by one from the list above, two records:
SMILES	Tau fluor cs	GLA spleen mod	HTT ATP protect	GAA glycogen	aGlu spleen mod	GAA inhib	Tau fibril FP	Tau fibril ThT
COc1cccc(-c2nc(-c3ccc(Br)o3)no2)c1	-21%&-21%	3%	-7%[10 µM]	0%	0%	/	-12%&-3%	-17%
CC(CC(=O)O)CC(=O)Nc1cc(C(F)(F)F)cc(C(F)(F)F)c1 (stereo not drawn)	-16%	-6%	-6%[10 µM]	1%	6%	-11%	-3%	-6%

More results
SMILES	Tau fluor cs	GLA spleen mod	HTT ATP protect	GAA glycogen	aGlu spleen mod	GAA inhib	Tau fibril FP	Tau fibril ThT
COCCN(CCOC)S(=O)(=O)c1ccc(C(=O)NC2CCN(Cc3ccccc3)CC2)cc1	6%	-9%	-29%	7%	-12%	-7%	5%	7%
O=C(O)c1cc(N/N=C/c2cccs2)ccc1Cl	-15%	2%	-4%[10 µM]	?	2%	-31%	-12%	?
CCOc1cc2[nH]c(=O)n(CCC(=O)N3CCN(c4ccccc4OC)CC3)c(=O)c2cc1OCC	-16%	4%	-2%	6%	-2%	?	4%	-17%
N#Cc1ccsc1NC(=O)CN1CCN(S(=O)(=O)c2cc(Cl)ccc2Cl)CC1	-20%	1%	8%[10 µM]	4%	-2%	-8%	-10%	-2%
O=[N+]([O-])c1ccc(-c2ccc(/C=N/Nc3nc(N4CCCC4)nc(N4CCCC4)n3)o2)cc1	-15%	-3%	-36%[inhibitor]	2%	/	?	9%	?
COC(=O)CN1C(=S)N(C)C(=O)C1CC(=O)Nc1ccccc1 (stereo not drawn)	4%	4%	26%[0.074 µM]	-5%	3%	4%	-4%	3%
Nc1c(C(=O)NCc2ccccc2)c2nc3ccccc3nc2n1-c1ccc2c(c1)OCO2	?	1%	-25%[10 µM]	4%	-7%	7%	4%	?
COc1ccc([N+](=O)[O-])cc1NS(=O)(=O)c1ccc(Cl)c(C(=O)Nc2sc3c(c2C#N)CCCCC3)c1	-17%	-11%	-113%[inhibitor]	13%	-5%	-3%	-15%	2%
O=C(c1cc2sccc2n1Cc1ccc(F)cc1)N1CCN(c2nc3ccccc3s2)CC1	-23%	-18%	?	-1%	3%	?	4%	-18%
Cc1cc(OCC(=O)Nc2nnc(C3CC3)s2)ccc1[N+](=O)[O-]	-14%	12%	-42%[inhibitor]	6%	-3%	-6%	-17%	?
CSCC[C@H](NC(=O)OC(C)(C)C)C(=O)N/N=C/c1cc2ccc(C)cc2nc1Cl	-14%	4%	2%[1.9 µM]	-4%	4%	-5%	0%	-6%
O=C(O)CCCN=C1NC2(CCCC2)Cc2ccccc21	-2%	-1%	6%[10 µM]	2%	-3%	4%	3%	-4%
Clc1cccc(CNCCNCc2cccc(Cl)c2)c1	-10%	-10%	-27%	3%	6%	-11%	-9%	-16%
CC(=O)Nc1ccc(/C=N/NC(N)=S)cc1	-6%	-7%	?	/	-14%	/	0%	-4%
O=C(O)[C@H](Cc1ccccc1)NC(=O)N1CCC(Cc2ccccc2)CC1	-6%	2%	19%[10 µM]	-5%	-15%	-3%[15.4 µM]	4%	-18%
COc1ccc2nc(Nc3nc(C)c(CCC(C)C)c(=O)[nH]3)nc(C)c2c1	1%	1%	-13%	4%	-10%	-2%	-4%	?
NC(=O)COc1ncn(-c2ccccc2)n1	0%	-4%	1%	6%	-8%	-1%	?	0%
c1ccc(-c2nnc3sc(-c4cc5ccccc5o4)nn23)cc1	-7%	4%	7%[10 µM]	-5%	-1%	-8%	-8%	?
COc1ccccc1-c1ccc2ncnc(N(C)C)c2c1	-4%	-4%	-38%[inhibitor]	/	11%	/	-2%	-2%

From PubChem

The order is random (roughly 3.3% active in at least one column).
